Bioassay records: PubChem BioAssay, National Center for Advancing Translational Sciences (NCATS)
Pol iota inh = inhibitors of human DNA polymerase iota | Pol iota fluorescent replication assay, 10 min | Potency, µM (titrated, usually from 115 µM), for inactives: top-dose activity, negative = inhibition, actives largely listed as inhibitors | 390,000 tested, 1% active; further: potency means the concentration at half of the fitted maximal effect
Target sequence (Q9UNA4 whole entry, looked up): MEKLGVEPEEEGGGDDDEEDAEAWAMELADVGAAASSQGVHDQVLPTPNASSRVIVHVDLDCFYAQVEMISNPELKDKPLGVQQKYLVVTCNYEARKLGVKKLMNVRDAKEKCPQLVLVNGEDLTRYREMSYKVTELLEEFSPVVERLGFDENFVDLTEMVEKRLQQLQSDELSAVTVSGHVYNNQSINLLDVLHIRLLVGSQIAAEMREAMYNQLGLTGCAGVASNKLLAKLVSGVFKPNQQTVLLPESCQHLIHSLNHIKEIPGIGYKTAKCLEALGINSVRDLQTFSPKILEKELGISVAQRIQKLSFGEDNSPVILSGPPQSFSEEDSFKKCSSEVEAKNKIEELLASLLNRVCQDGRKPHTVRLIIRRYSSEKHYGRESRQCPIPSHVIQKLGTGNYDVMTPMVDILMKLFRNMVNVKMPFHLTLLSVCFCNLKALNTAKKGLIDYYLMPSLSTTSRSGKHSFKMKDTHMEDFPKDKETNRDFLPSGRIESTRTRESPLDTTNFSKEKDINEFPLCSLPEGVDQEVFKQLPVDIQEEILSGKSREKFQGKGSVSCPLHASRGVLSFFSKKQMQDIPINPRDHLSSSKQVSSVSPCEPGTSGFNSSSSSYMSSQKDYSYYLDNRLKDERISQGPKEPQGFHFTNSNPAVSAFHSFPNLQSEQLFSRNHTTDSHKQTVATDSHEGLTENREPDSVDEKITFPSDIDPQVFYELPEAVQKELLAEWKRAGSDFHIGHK
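Fluorescent replication assay read twice, at 0 min and 10 min after adding 50 nM (final) substrate. Enzyme (10 nM) and compounds were first incubated 15 min at room temperature; enzyme-free buffer wells were negative controls.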
Pol eta inh = blocks human DNA polymerase eta activity | Q9Y253 | recombinant Pol eta, fluorescent DNA replication assay | Potency, µM (highest dose often 114 µM), for inactives: at the highest dose activity change, negative = inhibition, hits mostly inhibitors | 390,000 tested, 1.2% active | AID 588591; further: potency means the concentration at half of the fitted maximal effect; on the % scale 0 is the no-effect control and ±100 the full control effect
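Pol eta at 10 nM preincubated with compounds 15 min at room temperature; reaction started with fluorescent substrate (50 nM final) and read kinetically at 0 and 10 min.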
APE1 inh = APE1 (human) endonuclease inhibition. 350,000 tested, 0.35% active. P27695. recombinant APE1, TAMRA/BHQ-2 abasic DNA cleavage fluorescence. Potency, µM (doses to about 65.8 µM), for inactives: at the highest dose activity change, negative = inhibition, most hits filed as inhibitors;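 further: potency means the concentration at half of the fitted maximal effect; plate controls were vehicle for no effect and reference inhibitor for full effect; nearly all actives have a fitted effect of over 55% in size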
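Measures dequenching upon AP-site incision of a 5'-TAMRA/3'-BHQ-2 THF-containing duplex, 50 nM; human APE1 0.75 nM after 15 min room-temperature exposure to compound; kinetic three-point read at one-minute spacing.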
Anesthetic bind = binds horse apoferritin like a general anesthetic; P02791; apoferritin/1-aminoanthracene competitive binding, fluorescence; Potency, µM (series often up to 77.5 µM), without a hit: at the top dose activity change, negative = displacement, actives largely listed as inhibitors; 350,000 tested, 0.074% active; further: potency means the concentration at half of the fitted maximal effect; on the % scale 0 is the no-effect control and ±100 the full control effect; nearly all actives have a fitted effect of over 20% in size
Target sequence (P02791 2-175 limits assumed): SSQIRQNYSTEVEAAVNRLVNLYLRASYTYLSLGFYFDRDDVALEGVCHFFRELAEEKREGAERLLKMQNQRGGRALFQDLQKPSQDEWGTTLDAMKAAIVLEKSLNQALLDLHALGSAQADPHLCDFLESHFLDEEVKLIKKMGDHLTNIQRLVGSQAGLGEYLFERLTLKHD
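Probe: 1-aminoanthracene (50% saturated, PBS). Protein: horse-spleen apoferritin, 10 uM. Incubation: 10 min, room temperature. Detection: 380 nm excitation, 535 nm emission. Analysis: normalized response, four-parameter Hill.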
LDHA block = blocks human lactate dehydrogenase A; P00338; purified LDHA, NADH/diaphorase-resazurin fluorescence; active compounds read low; activity change, % (values are at about 110 or 230 µM); 480,000 tested, 0.15% active; AID 1347041; in the data active means activity change below about -30%; inconclusive means mostly about -25% to -30%;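 further: plate controls were DMSO wells for no effect and wells without enzyme for full effect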
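Resorufin fluorescence (ex540/em590), read at 0 and 20 min after diaphorase/resazurin addition, reports the NADH left after a 5 min room-temperature reaction of 2 nM human LDH5 with 0.06 mM NADH and 0.2 mM pyruvate.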
Pol kappa inh = DNA polymerase kappa (human) inhibition; 400,000 tested, 0.53% active; purified Pol kappa, fluorescent DNA synthesis assay, 10 min; Potency, µM (series often up to 107 µM), inactives show top-dose activity, negative = inhibition, hits mostly inhibitors; Q9UBT6; further: potency means the concentration at half of the fitted maximal effect; on the % scale 0 is the no-effect control and ±100 the full control effect
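Readout: fluorescence, taken kinetically at 0 and 10 min. Conditions: 10 nM Pol kappa, 15 min RT compound preincubation, 50 nM substrate final. Controls: enzyme-free buffer wells.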
GRP78 ERSR act = inducers of ER stress response in human glioma cells | U87-MG GRP78 promoter luciferase reporter, 16 h | 420,000 tested, 0.02% active | Potency, µM, for the others: top-dose activation, usual class: activators | AID 602332; further: potency means the concentration at half of the fitted maximal effect; series mostly up to about 76 µM; % of control where 0% means no effect; nearly all actives have a fitted effect of over 35% in size
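Stably transfected U87-MG human glioma cells carrying a GRP78-based luminescent sensor were seeded at 1000 cells/well, pin-dosed with compounds and incubated 16 h. Luciferase reagent was then added, and end-point luminescence was read after 10 min at room temperature.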
POLB inh = blocks human DNA polymerase beta activity; Pol beta primer extension/strand displacement, fluorescence kinetic; Potency, µM (titrated, usually from 114 µM), for inactives: at the top dose activity change, negative = inhibition, usual class: inhibitors; 340,000 tested, 1.3% active; AID 485314; further: potency means the concentration at half of the fitted maximal effect; on the % scale 0 is the no-effect control and ±100 the full control effect
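Pol beta (10 nM) and compounds were preincubated 15 min at room temperature, then 50 nM substrate (final) started primer extension/strand displacement. Reads were taken at 0 and 10 min; concentration-response data were fitted to a four-parameter Hill equation.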
BLM inh = inhibitors of human Bloom syndrome helicase BLM. P54132. 350,000 tested, 0.2% active. recombinant BLM DNA unwinding, fluorescence dequenching. Potency, µM (series often up to 56.1 µM), inactives show at the highest dose activity change, negative = inhibition, usual class: inhibitors;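 further: potency means the concentration at half of the fitted maximal effect; plate controls were vehicle for no effect and no enzyme for full effect; nearly all actives have a fitted effect of over 35% in size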
Numbers without * were called inactive; ? = inconclusive; · = no result given; & = joins results of further samples; ! = a repeat was not active; [ ] = remark or other dose. Unless noted, the call rests on the fitted dose curve; in most records, active means well fitted curve in the direction sought with a large enough effect; inconclusive means small, poorly fitted or top-dose-only effect, or another doubt; inactive means no such curve, though single readings can be large; an effect the other way counts as inactive or inconclusive. Some of the compounds tested; rates above refer to the full screens.

Structure	Pol iota inh	Pol eta inh	APE1 inh	Anesthetic bind	LDHA block	Pol kappa inh	GRP78 ERSR act	POLB inh	BLM inh
C/C(=N/NC(=O)c1ccc(C)s1)c1cccc(NC(=O)c2ccoc2C)c1	25.0%	-8.4%	45.3%[activator]	?	-1.7	3.6%	1.2%	-22.8%	-2.2%
O=C(CSCc1ccc(F)cc1)NCc1ccco1	14.6%	-13.9%	-5.0%	?	-2.7	18.8%	3.5%	6.7%	-17.2%
Cc1cc(C)c(S(=O)(=O)N2CCN(C(=O)c3cc(=O)[nH]c4ccccc34)CC2)c(C)c1	10.1%	0.5%	6.6%	·	-5.5	0.0%	1.1%	·	·
O=C(c1ccco1)N1CCN(c2ncnc3scc(-c4ccccc4)c23)CC1	-0.8%	-14.1%	-0.3%	-4.4%	-4.7	-1.1%	-5.7%	-5.1%	-0.9%
O=S(=O)(c1ccc(OCC(O)CN2CCCCC2)cc1)N1CCOCC1 (configuration not stated)	19.1%	-12.6%	16.7%	-5.0%	1.4	5.9%	-3.3%	31.6%	-3.4%
N#Cc1c(Nc2ccccc2)sc(C(=O)c2ccc(F)cc2)c1N	10.3%	-18.5%	4.4%	-10.0%	-2.4	1.4%	-0.2%	-2.3%	-3.6%
O=C1OCCC1Sc1nc(-c2ccccc2)cs1 (configuration not stated)	2.3%	-6.5%	7.4%	4.7%	-6.9	-12.3%	-6.0%	-20.5%	-1.5%
O=C(CC(c1ccccc1)c1cc(Cl)ccc1O)NCCCN1CCOCC1 (configuration not stated)	115.2%[activator]	-15.4%	-2.5%	-13.7%	-1.8	1.5%	-3.8%	31.1%	1.7%
C=C(C)[C@H]1CC=C(C)/C(=N/NC(=O)CNc2ccccc2OC)C1	5.7%	-12.3%	15.8%	-19.6%	-0.7	0.0%	1.8%	40.9%	-5.3%
CCn1ccc2cc(S(=O)(=O)N3CCCN(C(=O)Nc4ccccc4F)CC3)ccc21	4.4%	-8.5%	·	-11.4%	-8.9	-9.1%[60.1 µM]	-1.5%	29.7%	2.5%
CC(C)Nc1nc(SC(C)C(=O)Nc2ccccc2)nc(N(C)C)n1 (configuration not stated)	178.3%[activator]	-17.2%	-4.0%	?	-1.2	-12.0%	-4.2%	2.9%	1.2%
COc1ccc(N2CCN(S(=O)(=O)CCNC(=O)/C=C/c3ccccc3)CC2)cc1	11.1%	-21.3%	59.1%	·	-1.8	-8.9%	-1.1%	·	·
O=C(Cc1cccc2ccccc12)Nc1cc(C(=O)O)cc(C(=O)O)c1	25.5%	-15.8%	9.2%	-0.7%	-4.2	-12.2%	-3.7%	-0.7%	1.0%
COc1ccc(OC)c(CNC(=O)C2COc3ccccc3C2)c1 (configuration not stated)	4.8%	-0.1%	·	-11.9%	-2.2	0.2%[60.1 µM]	-1.7%	-15.8%	-5.1%
C[C@@H]1CN([C@@H](C)CO)C(=O)c2cc(NS(C)(=O)=O)ccc2O[C@@H]1CN(C)S(=O)(=O)c1ccccc1	30.0%[activator]	-4.4%	17.0%	·	6.4	9.7%	0.5%	·	·
COc1cccc(N2CCN(C(=O)c3cnn(C(C)(C)C)c3C3CCN(C(=O)OC(C)(C)C)CC3)CC2)c1	36.4%[activator]	-20.5%	·	0.0%	2.6	-13.1%	-1.4%	0.6%	0.7%
CC1CC(C)CN(CCC(=O)Nc2cccc(Cl)c2)C1 (configuration not stated)	3.6%	-15.5%	11.8%	7.1%	-1.0	-12.5%	-0.4%	3.3%	-6.7%
CN(C)S(=O)(=O)c1cc(NC(=O)COC(=O)Cc2cccc3ccccc23)ccc1Cl	163.4%[activator]	-6.9%	5.8%	-14.5%	-7.0	-16.1%	-0.2%	-6.4%[57.1 µM]	-4.7%
COc1ccc(-c2cc(C(F)(F)F)nc(SCC(=O)N3CCCCC3)n2)cc1	17.1%	-3.7%	·	-15.1%	7.8	4.4%	3.1%	10.5%	-1.8%
CCc1ccc(OCCCn2c(CCNC(=O)C3CCCCC3)nc3ccccc32)cc1	-7.6%	·	·	·	-4.8	-17.8%	-3.2%	·	·
O=C(Nc1cccc2ccccc12)c1cccc([N+](=O)[O-])c1	5.5%	?	41.4%	-10.8%	0.0	2.5%	0.2%	10.9%	-5.9%
CCn1c(SCC(=O)Nc2cc3oc4ccccc4c3cc2OC)nnc1-c1cccs1	-22.7%	-9.9%	-0.8%	-4.8%	1.1	-3.0%	-1.9%	-1.3%	-5.9%
CCOc1ccc(S(=O)(=O)N2CCOCC2)cc1NC(=O)CSCC(=O)Nc1ccc(C)cc1	5.9%	-6.6%	14.9%	?	-1.8	-3.3%	-6.8%	-0.9%	1.6%
C#Cc1ccc(C(=O)Nc2ccc(N3CCC(C)CC3)c(C(N)=O)c2)cc1	-33.8%	1.7%	0.0%	-20.8%	-6.6	-17.1%	-1.7%	-24.9%	0.1%
OCCN1CCN(C(=S)Nc2cccc(C(F)(F)F)c2)CC1	?	-2.9%&-10.2%	-6.1%	-8.0%	-32.8*!	-10.6%&-35.6%	-4.0%&3.6%	-1.0%	-2.5%
O=C(Cn1cccc1C(=O)c1ccccc1)NCCC1=CCCCC1	88.2%[activator]	-11.7%	-3.2%	-22.0%	-1.9	-6.3%	-2.5%	-1.2%	-4.3%
C/C(=N\NS(=O)(=O)c1ccc(C)c([N+](=O)[O-])c1)c1cc2ccccc2o1	-0.6%	-9.6%	1.3%	-14.0%	0.0	-8.4%	-2.2%	1.3%	-1.8%
COc1ccc(Cc2nc3ccc(C(=O)N(C)CCn4ccnc4)cc3o2)cc1OC	9.2%	-9.7%	80.8%[activator]	-9.6%	-0.2	4.6%	5.3%	-0.6%	-1.0%
O=C(Cc1ccc(Cl)c(Cl)c1)Nc1ccc(SC(F)F)cc1	-16.3%	-11.0%	?	-18.3%	-1.8	-7.8%	1.0%	-2.1%	-10.9%
CC(=O)OC[C@@H]1O[C@@H](O/N=C2/C[C@@H](O)[C@@H](O)[C@@H]3[C@@H]4C(=O)N(C[C@@H]5CCCO5)C(=O)[C@H]4CC[C@H]23)[C@H](OC(C)=O)[C@H](OC(C)=O)[C@@H]1OC(C)=O	·	·	17.8%[12.4 µM]	3.7%[15.3 µM]	·	·	-2.8%	·	1.7%[12.4 µM]
CCC1(c2ccc(F)cc2)NC(=O)N(CC(=O)Nc2ccccc2C)C1=O (configuration not stated)	177.9%[activator]	-21.8%	3.7%	4.1%	-5.3	0.0%	1.2%	20.6%	-2.6%
CC(Oc1cccc(Cl)c1)C(=O)Nc1cc(Cl)ccc1N1CCOCC1 (configuration not stated)	13.7%	-12.3%	12.0%	·	-0.1	-16.5%	-5.6%	·	·
Cc1ccc(OCCCC(=O)Nc2ccc(S(=O)(=O)Nc3cc(C)nc(C)n3)cc2)cc1	?	-8.9%	28.2%	?	-2.6	-12.5%	-2.5%	16.7%	-3.4%
Cc1ccc(OCC(=O)Nc2ccc(S(=O)(=O)Nc3onc(C)c3C)cc2)cc1	11.5%	3.2%	-0.7%	-6.8%	-9.5	-10.7%	-4.8%	18.8%	-1.2%
Cc1cc(C)n(C(=O)/C(C#N)=N/Nc2cc(Cl)cc(Cl)c2)n1	12.6%	-20.0%	-4.7%	-21.1%	-2.1	0.4%	-4.8%	2.9%	-11.3%
Clc1ccc2c(c1)nc1n2CCCC1	10.4%	-18.1%	1.0%	-0.7%	1.0	-1.6%	-2.5%	22.5%	-4.6%
COc1ccc(-c2ccc3nnc(SCC(=O)Nc4ccc(NC(C)=O)cc4)n3n2)cc1	?	?	-3.1%	·	-1.6	-14.4%	0.5%	·	·
O=C(Nc1nncs1)C1CC(=O)N(CCc2ccc(F)cc2)C1 (configuration not stated)	-1.2%	-25.4%	80.1%[activator][12.4 µM]	3.2%	-1.3	-5.3%	-2.0%	-15.0%	-3.2%

Of the compounds above, five have a furan ring, fused or not.
Structure	Pol iota inh	Pol eta inh	APE1 inh	Anesthetic bind	LDHA block	Pol kappa inh	GRP78 ERSR act	POLB inh	BLM inh
C/C(=N/NC(=O)c1ccc(C)s1)c1cccc(NC(=O)c2ccoc2C)c1	25.0%	-8.4%	45.3%[activator]	?	-1.7	3.6%	1.2%	-22.8%	-2.2%
O=C(CSCc1ccc(F)cc1)NCc1ccco1	14.6%	-13.9%	-5.0%	?	-2.7	18.8%	3.5%	6.7%	-17.2%
O=C(c1ccco1)N1CCN(c2ncnc3scc(-c4ccccc4)c23)CC1	-0.8%	-14.1%	-0.3%	-4.4%	-4.7	-1.1%	-5.7%	-5.1%	-0.9%
CCn1c(SCC(=O)Nc2cc3oc4ccccc4c3cc2OC)nnc1-c1cccs1	-22.7%	-9.9%	-0.8%	-4.8%	1.1	-3.0%	-1.9%	-1.3%	-5.9%
C/C(=N\NS(=O)(=O)c1ccc(C)c([N+](=O)[O-])c1)c1cc2ccccc2o1	-0.6%	-9.6%	1.3%	-14.0%	0.0	-8.4%	-2.2%	1.3%	-1.8%
